High-throughput results deposited in PubChem by National Center for Advancing Translational Sciences (NCATS).
HP1b chromo inh – HP1-beta chromodomain-methylated histone interaction inhibition | P83916 | AlphaScreen HP1-beta / biotin-H3K9me3 peptide binding | Potency, µM (series often up to 114 µM), without a hit: top-dose activity change, negative = inhibition, hits mostly inhibitors | 390,000 compounds, 0.56% hits | AID 540317; further: potency means the concentration at half of the fitted maximal effect; nearly all actives have a fitted effect of over 70% in size; inactives centre near 23
Target sequence (P83916 whole entry, looked up): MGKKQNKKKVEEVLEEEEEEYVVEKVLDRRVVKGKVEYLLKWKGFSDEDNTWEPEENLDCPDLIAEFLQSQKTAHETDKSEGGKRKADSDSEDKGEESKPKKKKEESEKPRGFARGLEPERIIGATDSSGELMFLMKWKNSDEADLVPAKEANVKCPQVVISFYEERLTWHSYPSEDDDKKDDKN
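Compound inhibition of the preformed complex between 50 nM HP1-beta and 50 nM biotinylated H3K9me3 peptide was read by AlphaScreen. Buffer was PBS pH 7.4 with 0.01% Tween-20. Incubations ran 30 min at room temperature, with 10 ug/mL donor/acceptor beads.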
Pol eta inh – DNA polymerase eta (human) inhibition; Q9Y253; recombinant Pol eta, fluorescent DNA replication assay; Potency, µM (titrated, usually from 114 µM), inactives show at the top dose activity change, negative = inhibition, actives largely listed as inhibitors; 390,000 compounds, 1.2% hits; AID 588591; further: potency means the concentration at half of the fitted maximal effect; on the % scale 0 is the no-effect control and ±100 the full control effect
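Fluorescent replication assay: 50 nM final substrate added after a 15 min room-temperature compound preincubation with 10 nM enzyme. Signal taken at 0 min and again at 10 min.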
GLS inh – glutaminase GLS (human) inhibition. GLS enzymatic activity, qHTS titration. Potency, µM (series often up to 45.5 µM), for the others: at the highest dose activity change, negative = inhibition, hits mostly inhibitors. 410,000 compounds, 0.21% hits. O94925. AID 624170; further: potency means the concentration at half of the fitted maximal effect; on the % scale 0 is the no-effect control and ±100 the full control effect
Target sequence (O94925 whole entry, looked up): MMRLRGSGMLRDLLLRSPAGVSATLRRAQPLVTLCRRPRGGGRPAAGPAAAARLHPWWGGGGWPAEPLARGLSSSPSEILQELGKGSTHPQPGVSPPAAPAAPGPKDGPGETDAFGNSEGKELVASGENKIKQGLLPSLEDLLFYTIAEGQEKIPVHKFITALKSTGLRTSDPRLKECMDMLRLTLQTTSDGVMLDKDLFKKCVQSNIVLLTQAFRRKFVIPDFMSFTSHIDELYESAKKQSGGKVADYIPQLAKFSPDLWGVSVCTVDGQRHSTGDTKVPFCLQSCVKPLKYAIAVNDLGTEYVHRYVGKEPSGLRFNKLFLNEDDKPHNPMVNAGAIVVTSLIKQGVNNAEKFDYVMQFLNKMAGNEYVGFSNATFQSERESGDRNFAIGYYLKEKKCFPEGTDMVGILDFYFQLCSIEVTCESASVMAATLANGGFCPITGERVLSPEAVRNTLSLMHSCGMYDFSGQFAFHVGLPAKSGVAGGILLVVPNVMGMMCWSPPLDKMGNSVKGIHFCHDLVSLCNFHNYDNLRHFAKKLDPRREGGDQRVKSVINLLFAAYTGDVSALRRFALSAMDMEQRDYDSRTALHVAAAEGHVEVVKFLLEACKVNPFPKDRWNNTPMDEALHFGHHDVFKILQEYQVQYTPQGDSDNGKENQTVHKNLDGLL
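hKGA; 45 mM KH2PO4 pH 8.2 + 0.02% Tween-20; cpd via pin tool; 1 mM Gln soln; GluOx/HRP/Amplex Red; RT 30 min; fluor. t0 & final.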
G9a block – blocks human histone lysine methyltransferase G9a; Q96KQ7; G9a H3K9 monomethylation, AlphaScreen, 2 h; Potency, µM (series often up to 102 µM), for the others: at the top dose activity, negative = inhibition, actives largely listed as inhibitors; 350,000 compounds, 8.8% hits; further: potency means the concentration at half of the fitted maximal effect; on the % scale 0 is the no-effect control and ±100 the full control effect; nearly all actives have a fitted effect of over 75% in size
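G9a (20 nM) was preincubated 15 min with compound, then reacted 2 h at room temperature with 500 nM biotin-H3K9 peptide and 20 µM SAM. Monomethyl-H3K9 detected by AlphaScreen using anti-H3K9me1 antibody.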
PI4K2A inh – blocks human PI4K2A kinase activity | Q9BTU6 | purified PI4K2A, ADP-Glo luminescence, 1 h; stronger effect = lower value | activity change, negative = inhibition, % at 76.9 µM | 420,000 compounds, 0.13% hits | AID 1346378; in the data active means activity change below about -50%; inconclusive means mostly about -30% to -49%;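 further: -100% = wells without enzyme as full effect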
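Compounds are screened against recombinant PI4K2A using PI as substrate and ATP, the latter dispensed at 300 microM. Reactions run one hour at ambient temperature before ADP-Glo detection; full inhibition defined by wells lacking enzyme.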
BAZ2B block – inhibitors of human BAZ2B bromodomain. Potency, µM (top dose mostly 114 µM), without a hit: at the top dose activity change, negative = inhibition, most hits filed as inhibitors. 360,000 compounds, 4.4% hits. AlphaScreen BAZ2B-H3K14Ac peptide displacement; further: potency means the concentration at half of the fitted maximal effect; on the % scale 0 is the no-effect control and ±100 the full control effect; nearly all actives have a fitted effect of over 60% in size
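BAZ2B (50 nM) with biotin-H3(5-23)K14Ac peptide (50 nM) in PBS pH 7.4, 0.01% Tween-20, preformed 30 min, then compound 30 min at room temperature; top concentration 110uM. AlphaScreen streptavidin donor/nickel chelate acceptor beads (10 ug/mL final), 20 min dark, signal read.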
Pin1 inhibitor – inhibitors of human Pin1; Q13526; Pin1 FP peptide displacement, HiFluor488, 10 min; Potency, µM (titrated, usually from 115 µM), inactives show at the top dose activity, negative = inhibition, actives largely listed as inhibitors; 390,000 compounds, 0.009% hits; active means well fitted inhibition curve with a large enough effect in the polarisation, with a control signal flat, not every such curve was filed as active; inconclusive means small, poorly fitted or top-dose-only effect, or effect the other way, or a change in a side signal; inactive means no such curve, though single readings can be large or run the other way; the % refers to the polarisation; further: potency means the concentration at half of the fitted maximal effect; on the % scale 0 is the no-effect control and ±100 the full control effect
Target sequence (Q13526 whole entry, looked up): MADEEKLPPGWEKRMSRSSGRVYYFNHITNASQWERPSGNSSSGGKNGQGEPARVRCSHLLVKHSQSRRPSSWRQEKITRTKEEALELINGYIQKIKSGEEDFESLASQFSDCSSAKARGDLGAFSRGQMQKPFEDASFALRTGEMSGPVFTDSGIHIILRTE
JMJD2A Tudor inh – JMJD2A Tudor domain (human) inhibition; AID 504339; 390,000 compounds, 4.4% hits; Potency, µM (top dose mostly 114 µM), inactives show top-dose activity change, negative = inhibition, usual class: inhibitors; AlphaScreen JMJD2A-Tudor / H3K4me3 peptide binding; O75164; further: potency means the concentration at half of the fitted maximal effect; on the % scale 0 is the no-effect control and ±100 the full control effect; nearly all actives have a fitted effect of over 50% in size
PGK inhibitor – T. brucei PGK inhibition; 380,000 compounds, 0.043% hits; P07378; Potency, µM (highest dose often 57.5 µM), for inactives: top-dose activity change, negative = inhibition, usual class: inhibitors; PGK/GAPDH coupled, Kinase-Glo luminescence, 60 min; further: potency means the concentration at half of the fitted maximal effect; on the % scale 0 is the no-effect control and ±100 the full control effect; nearly all actives have a fitted effect of over 60% in size
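Luminescent ATP detection (Kinase-Glo Plus) follows a 60-minute room-temperature incubation, with wells lacking PGK as controls. Buffer: 100 mM TEA (pH 7.6), 5 mM MgCl2, 0.01% Tween-20. Coupling enzyme GAPDH (100 nM final) supplies unstable 1,3-BPG in-well.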
* marks the source's active call; other numbers are inactive results; i = inactive; ? = inconclusive; nt = not tested or not shown; & = joins results of further samples; [ ] = dose if it differs, or a comment. Unless noted, the call rests on the fitted dose curve; in most records, active means well fitted curve in the direction sought with a large enough effect; inconclusive means small, poorly fitted or top-dose-only effect, or another doubt; inactive means no such curve, though single readings can be large; an effect the other way counts as inactive or inconclusive. A portion of the library, so the mix of outcomes need not match the whole.

HP1b chromo inh	Pol eta inh	GLS inh	G9a block	PI4K2A inh	BAZ2B block	Pin1 inhibitor	JMJD2A Tudor inh	PGK inhibitor	SMILES
10%	1%	11%	11%	-6	-3%	-10%	-28%	-2%	CCOC(=O)c1ccc2ncc(C(=O)OCC)c(NCCCN3CCOCC3)c2c1
39%[activator]	-14%	-5%	-8%[59 µM]	-1	-13%	6%	-9%	i	CC(=O)Nc1ccc(C(=O)N/N=C(\C)CC(=O)Nc2ccc(OCc3ccccc3)cc2)cc1
9%[57 µM]	0%	2%	nt	3	nt	-1%	-1%	5%	CCCCn1c(N)c(N(CC)C(=O)c2c(C)noc2C)c(=O)[nH]c1=O
13%	3%	0%	6.3µM*	1	-4%	3%	0%	0%	CCOC(=O)NC(NC(=S)Nc1ccc(OC)cc1)C(Cl)(Cl)Cl (stereo not given)
23%&-10%	-17%&-14%	-5%&-1%	?	0&1	-34%&-26%	7%&40%	-18%&-29%	4%&-2%	COc1ccc(NC(=O)CCn2c(=O)c3cccn3c3ccccc32)c(OC)c1
16%	-3%	30%	10%	3	-22%	2%	-13%	12%	Nc1cccc(CCc2nc3ccccc3[nH]2)c1
25%	-21%	2%	-1%	3	-2%	-2%	-7%	-7%	COc1ccc(/C=C2\CCC(C3CCCC3)C2=O)cc1OC (stereo not given)
8%	-21%	-4%	?	7	1%	8%	?	1%	CCOc1ccc(NC(=O)CN2CCN(C3c4ccccc4-c4ccccc43)CC2)cc1
26%	nt	5%	-51%[59 µM]	-4	79µM*	nt	-34%	nt	COc1ccccc1NC(=O)CSc1nc(-c2ccc(C(C)(C)C)cc2)c(C#N)c(=O)[nH]1
21%	-14%	-11%	-8%	-4	-14%	-1%	-9%	0%	CCN(CC(=O)NCc1ccc(F)cc1)C(=O)CN1CCN(c2ccccc2OC)CC1

Look-ups from above:
Entry of COc1ccccc1NC(=O)CSc1nc(-c2ccc(C(C)(C)C)cc2)c(C#N)c(=O)[nH]1 in G9a block: -51%[59 µM]
Entry of CCOc1ccc(NC(=O)CN2CCN(C3c4ccccc4-c4ccccc43)CC2)cc1 in PI4K2A inh: 7
Entry of CC(=O)Nc1ccc(C(=O)N/N=C(\C)CC(=O)Nc2ccc(OCc3ccccc3)cc2)cc1 in Pol eta inh: -14%

Other records:
HP1b chromo inh	Pol eta inh	GLS inh	G9a block	PI4K2A inh	BAZ2B block	Pin1 inhibitor	JMJD2A Tudor inh	PGK inhibitor	SMILES
29%	-16%	5%	nt	0	nt	4%	-15%	1%	Cc1ccc(Cn2c(C3CCCN3c3nc(-c4ccc(F)cc4)cs3)nc3cc(C(F)(F)F)ccc32)cc1 (stereo not given)
1%	-24%	8%	nt	-2	nt	3%	2%	-5%	NC(=O)c1ccc(=O)n(C2OC(CO)C(O)C2O)c1 (stereo not given)
11%	-9%	-7%	56%	4	-3%	4%	11%	-8%	COc1ccc(OC)c(NC(=O)COc2ccc(Br)cc2)c1
12%	3%	14%	20%[0.501 µM]	-6	-33%	-1%	-13%	nt	Cc1ccc2nc(C3CCCN(C(=S)Nc4cccc(C)c4C)C3)[nH]c2c1 (stereo not given)
22%	-11%	-4%	-1%	-4	7%	-8%	1%	i	CCn1nc(C)c(CNC(=O)Nc2ccc3c(c2)OCO3)c1C
23%	-2%	5%	29%	2	7%	-3%	-6%	-8%	COC(=O)NCc1ccc(Cl)c(Cl)c1
25%	-10%	7%	nt	-6	nt	11%	?	i	CCC(CO)Oc1cc(NCc2cccc(C(F)(F)F)c2)c2ncn(C(C)C)c2c1 (stereo not given)
?	-21%	-8%	-18%[59 µM]	0	35µM*	18%	45µM*	-3%	COc1cc(C2NCC(c3ccc(Cl)cc3Cl)c3c2[nH]c2ccccc32)cc(OC)c1OC (stereo not given)
-7%	-21%	-17%	13%[0.501 µM]	9	71µM*	?	?	9%	O=C(/C=C/c1ccc2ccccc2n1)c1cc(Cl)ccc1O
6%	-15%	0%	-2%[12.7 µM]	-1	4%	-10%	-21%	nt	CC1CC(C)CN(c2nc3c(c(=O)n(C)c(=O)n3C)n2C)C1 (stereo not given)

Further compounds.
HP1b chromo inh	Pol eta inh	GLS inh	G9a block	PI4K2A inh	BAZ2B block	Pin1 inhibitor	JMJD2A Tudor inh	PGK inhibitor	SMILES
41%[activator]	-20%	-2%	10µM*	1	-18%	-2%	-6%	-10%	C/C(=N/N=C(/N)SCc1ccccc1)C(C)(C)C
24%	-16%	-16%	1%	4	-6%	1%	0%	i	CC(C)c1ccc2[nH]c3c(c2c1)CCCC3=O
23%	-13%	0%	-32%	4	-3%	1%	-20%	7%	C=CCn1c(=N)n(CC(=O)O)c2ccccc21
-18%	-19%	8%	?	8	?	1%	?	2%	CCOC(=O)/C(=N/Nc1ccccc1)c1csc(Nc2ccccc2)n1
?	0%	9%	14µM*	4	-30%	-1%	32µM*	-8%	CC1CC(C)CN(CCCOc2ccccc2[N+](=O)[O-])C1 (stereo not given)
35%	-9%	3%	27%[0.501 µM]	-3	?	5%	-27%	-3%	Nc1nc(N)c(C=Nc2ccc(Br)cc2)c(Nc2ccc(Br)cc2)n1
38%	-18%	1%	22%	1	13%	-8%	-10%	-10%	COC(=O)[C@@H](Cc1ccccc1)NC(=O)NCCc1ccccc1
26%	-21%	-8%	?	-8	2%	4%	1%	3%	Cc1ccc(/C=N/Nc2ccc3c(C(F)(F)F)cc(C(F)(F)F)nc3n2)cc1
17%	-3%	2%	?	2	11%	2%	-7%	-1%	COc1ccc(Cl)cc1NC(=O)c1cccc(-n2cnnn2)c1
42%[activator]	-3%	-8%	nt	7	nt	5%	3%	-7%	CCOC(=O)C1=C(C)N(CCCC(=O)O)C(=O)NC1c1cccc(OC)c1 (stereo not given)

Remaining list, next part:
HP1b chromo inh	Pol eta inh	GLS inh	G9a block	PI4K2A inh	BAZ2B block	Pin1 inhibitor	JMJD2A Tudor inh	PGK inhibitor	SMILES
-17%	-6%	-5%	-5%	2	-5%	-2%	-14%	-1%	O=C(/C=C/c1nc2ccccc2s1)N1CCCCCC1
42%[activator]	-8%	12%	14µM*	-20	-15%	-5%	-29%	6%	COc1cc(C(=O)Oc2c(Sc3ccc(C)cc3)c(C)nn2-c2ccccc2)cc(OC)c1OC
16%	-12%	-11%	2%	-3	-8%	-5%	-11%	-7%	CN(C)C(=O)COc1ncnc2scc(-c3ccc(F)cc3)c12
22%	-9%	-3%	-7%[59 µM]	-3	0%	-1%	-15%	-7%	CCC(=O)N(CC(=O)Nc1sc(C)c(C)c1C(N)=O)Cc1ccc(F)cc1
23%	-4%	2%	4%	0	-3%	1%	-6%	9%	O=S(=O)(NCc1csc(-c2cccs2)n1)c1ccccc1
34%[activator]	-7%	-1%	4%[59 µM]	-2	-35%	1%	-1%	-5%	CCCNC(=O)CN1C(=O)COc2ccc(S(=O)(=O)N3CCCC3)cc21
60%[activator]	-2%	-5%	27%	-5	-7%	-5%	-6%	i	CCN(CC)S(=O)(=O)c1ccc(N2CCOCC2)c(NC(=O)COc2ccccc2C#N)c1
59%[activator]	-7%	-2%	nt	-1	2%	-13%	-6%	i	CN1C(=O)[C@@H]2[C@H](C1=O)[C@@H]1C(=O)Nc3ccccc3C(=O)N1[C@@H]2c1ccc(F)cc1
-13%	?	-8%	-23%[59 µM]	0	-28%	-3%	?	5%	CCCCOc1ccc(-c2nn(-c3ccccc3)cc2C2NC(=O)NC(C)=C2C(=O)OC)cc1 (stereo not given)
15%	-15%	-5%	?	0	-1%	-2%	-8%	-10%	COc1ccc(CS(=O)(=O)CC(C)(O)c2ccccc2Cl)cc1 (stereo not given)

More entries:
HP1b chromo inh	Pol eta inh	GLS inh	G9a block	PI4K2A inh	BAZ2B block	Pin1 inhibitor	JMJD2A Tudor inh	PGK inhibitor	SMILES
15%	-6%	-2%	-2%[59 µM]	-2	-28%	-1%	-6%	2%	Cc1ccc(NC(=O)C(Nc2ccccc2)c2ccccc2)cc1 (stereo not given)
24%	-18%	23%	7%[59 µM]	-4	1%	-1%	-14%	-1%	Cc1ccccc1S(=O)(=O)Nc1ncnc2scc(-c3ccccc3)c12
47%[activator]	-18%	0%	-3%	-1	-5%	-4%	-4%	2%	O=C(OCc1ccc(F)cc1)c1cc(S(=O)(=O)N2CCCCC2)ccc1N1CCOCC1
30%	-16%	-1%	-1%[59 µM]	1	7%	-2%	-8%	4%	O=C(Nc1cccc(C(F)(F)F)c1)c1cc(-c2ccc(Cl)cc2)on1
34%[activator]	-3%	-1%	16%	2	9%	3%	-9%	i	CCOC(=O)c1ccc(NC(=O)NC2CC3CCC(C2)N3Cc2nnnn2C(C)(C)C)cc1 (stereo not given)
56%[activator]	-16%	8%	?	-16	-14%	27%	-27%	-5%	COc1cccc(C(=O)Nc2ccc3c(C)cc(=O)oc3c2)c1
35%	-2%	5%	12%	-3	-7%	9%	-4%	3%	Nc1ccc(-c2nnn(CC(=O)N3CCCCC3)n2)cc1
2%	-14%	22%	-4%[12.7 µM]	2	28µM*	-14%	50µM*	-4%	C#CCOCCOCCOCCNc1nc(N2CCN(C(=O)[C@H]([C@@H](C)CC)n3cc([C@@H](N)CO)nn3)CC2)nc(N2CCN(C(=O)[C@H]([C@@H](C)CC)n3cc([C@@H](N)Cc4ccc(O)cc4)nn3)CC2)n1
11%	-2%	-1%	-35%[59 µM]	-14	-8%	4%	-9%	-3%	C=CCSc1nnc2n(-c3ccccc3OC)c(=O)c3c4c(sc3n12)CCC4
-31%[57 µM]	0%&-16%	1%&3%	?	2&1	-30%	15%&5%	?	0%&6%	COc1ccc(CCNC(=O)c2ccc3c(c2)N(Cc2ccc(F)cc2)CCS3)cc1OC
